GLP1R inv ag: qHTS of GLP-1 Receptor Inverse Agonists (Inhibition Mode) | HEK293 GLP-1R CRE-luciferase, luminescence, 24 h; GLP-1R form is constitutively active | Potency, µM (doses to about 38.3 µM), inactives show at the highest dose activity change, negative = inhibition, actives largely listed as inhibitors | 1.6% of 410,000 active | AID 624417, 2012; also: potency is read from the fitted curve at half-maximal effect; % is scaled to controls: 0 for no effect and ±100 for the full control effect; nearly all actives have a fitted effect of over 55% in size
Target sequence (P43220 whole entry, looked up): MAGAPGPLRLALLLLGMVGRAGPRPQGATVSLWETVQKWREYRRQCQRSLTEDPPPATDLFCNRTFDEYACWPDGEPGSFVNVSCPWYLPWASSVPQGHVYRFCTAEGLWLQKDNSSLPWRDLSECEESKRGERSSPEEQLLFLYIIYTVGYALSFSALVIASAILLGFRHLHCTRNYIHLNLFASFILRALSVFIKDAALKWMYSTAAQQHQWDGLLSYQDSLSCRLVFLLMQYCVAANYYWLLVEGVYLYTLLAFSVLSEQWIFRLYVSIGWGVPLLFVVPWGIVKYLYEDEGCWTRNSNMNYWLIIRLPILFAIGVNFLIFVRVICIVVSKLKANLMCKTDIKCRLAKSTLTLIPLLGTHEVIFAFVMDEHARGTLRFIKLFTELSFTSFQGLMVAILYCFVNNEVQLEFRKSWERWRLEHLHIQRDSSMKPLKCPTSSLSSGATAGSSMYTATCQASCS
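Using stably transfected HEK293 (constitutively active GLP-1R, cAMP-luciferase reporter), compounds were incubated 24 hr and luciferase measured by luminescence.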
EPAC1 antag: qHTS for Antagonist of cAMP-regulated guanine nucleotide exchange factor 3 (EPAC1): primary screen; 0.14% of 360,000 active; Potency, µM (highest dose often 115 µM), without a hit: at the highest dose activity change, negative = inhibition, hits mostly inhibitors; EPAC1 GEF assay, Rap1b-BODIPY-GDP exchange fluorescence; Rap guanine nucleotide exchange factor 3 (Homo sapiens), O95398; AID 720709, 2013;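 also: potency is read from the fitted curve at half-maximal effect; plate controls were vehicle for no effect and positive control for full effect; nearly all actives have a fitted effect of over 50% in size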
IL2 activator: qHTS of IL-2 Activators; 0.065% of 360,000 active; activation, % (series mostly up to about 46 µM); IL-2 activation reporter assay, cell-based qHTS; stimulated with anti-CD3/CD4/CD28 beads; in transgenic mouse T cells; AID 652025, 2013; in the data active = activation above about 50%; inconclusive = mostly about 30% to 49%; also: 0% is about no effect
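Readout is EGFP and DsRed signal by fluorescent plate cytometry after 18 h at 37 degrees C. Transgenic mouse T cells (750/well) received compound for 60 min before bead stimulation (anti-CD3, anti-CD4, anti-CD28); memory T cells served as non-tolerant control.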
EPAC1 ag: qHTS for Agonist of cAMP-regulated guanine nucleotide exchange factor 3 (EPAC1): primary screen. Rap guanine nucleotide exchange factor 3 (Homo sapiens), O95398. EPAC1 agonist qHTS, biochemical assay; response scale: 100% = response to 6.5 mM cAMP. Potency, µM (doses to about 154 µM), inactives show at the highest dose activation, actives largely listed as activators. 0.073% of 360,000 active. AID 720707, 2013; also: potency is read from the fitted curve at half-maximal effect; nearly all actives have a fitted effect of over 60% in size
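Nucleotide exchange assay: 100 nM EPAC1 with 250 nM Rap1B loaded with BODIPY-GDP and 50 uM GDP, room temperature. Fluorescence (480/540 nm) read every 5 min for 30 min; signal change normalized to 6.5 mM cAMP as full agonist.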
PLK1 PBD inh: qHTS for Inhibitors of PLK1-PDB (polo-like kinase 1 - polo-box domain): Primary Screen; 2.8% of 360,000 active; Potency, µM, for inactives: max response, negative = inhibition, usual class: inhibitors; AID 720504, 2013; Plk1 PBD binding of FITC phosphopeptide, fluorescence polarization; also: potency is read from the fitted curve at half-maximal effect; series mostly up to about 57 µM; % is scaled to controls: 0 for no effect and ±100 for the full control effect; nearly all actives have a fitted effect of over 65% in size
Target sequence (P53350 whole entry, looked up, the tested form may be a part): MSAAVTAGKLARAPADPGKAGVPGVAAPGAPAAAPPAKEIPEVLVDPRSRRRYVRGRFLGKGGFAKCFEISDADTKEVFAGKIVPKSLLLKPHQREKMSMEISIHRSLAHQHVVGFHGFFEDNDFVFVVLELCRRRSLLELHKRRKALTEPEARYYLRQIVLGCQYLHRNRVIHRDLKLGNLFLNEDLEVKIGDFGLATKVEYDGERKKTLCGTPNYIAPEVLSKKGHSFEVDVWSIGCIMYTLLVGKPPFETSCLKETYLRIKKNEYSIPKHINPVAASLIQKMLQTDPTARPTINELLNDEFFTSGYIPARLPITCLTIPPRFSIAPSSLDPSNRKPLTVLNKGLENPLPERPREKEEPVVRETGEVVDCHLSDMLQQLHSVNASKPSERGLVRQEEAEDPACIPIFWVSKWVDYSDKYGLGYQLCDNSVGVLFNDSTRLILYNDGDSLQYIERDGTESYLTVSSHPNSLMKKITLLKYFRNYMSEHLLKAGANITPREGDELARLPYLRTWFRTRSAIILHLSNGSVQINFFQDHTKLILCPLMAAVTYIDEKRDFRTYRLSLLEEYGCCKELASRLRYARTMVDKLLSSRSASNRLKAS
PI5P4Ka inh: qHTS for Inhibitors of phosphatidylinositol 5-phosphate 4-kinase (PI5P4K); Phosphatidylinositol 5-phosphate 4-kinase type-2 alpha (Homo sapiens), P48426; PI5P4Kalpha enzyme, ADP-Glo luminescence, 60 min; stronger effect = lower value; max response, %; 1.2% of 330,000 active; AID 652105, 2013; active = max response of -50% or lower; inconclusive = between -30% and -50%; inactive = -30% or higher; also: value at the top dose of about 77 µM; % is scaled to controls: 0 for no effect and ±100 for the full control effect
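Human PI5P4Kalpha with substrate in 0.038 M HEPES pH 7.4, 0.28 mM EGTA, 0.1% CHAPS, 5% DMSO; reaction started with 5 microM ATP (final), 60 min at room temperature. ADP formed read by ADP-Glo luminescence.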
HEK293 tox: qHTS of GLP-1 Receptor Inverse Agonists: Cytotox Screen. HEK293 cAMP-luciferase reporter cells, luminescence, 24 h. Potency, µM (highest dose often 38.3 µM), without a hit: at the top dose activity change, negative = inhibition, hits mostly inhibitors. 0.13% of 410,000 active;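 also: loss of luciferase light is scored as toxicity; potency is read from the fitted curve at half-maximal effect; % is scaled to controls: 0 for no effect and ±100 for the full control effect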
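Here, cytotoxicity is scored as loss of luminescence. The MLSMR collection was tested on cells seeded in medium containing 10% Nu serum, with a 24 hr compound exposure preceded by 12 hours of culture.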
PTHR1 ag: qHTS for PTHR1 Agonists: Primary Screen | Parathyroid hormone/parathyroid hormone-related peptide receptor (Homo sapiens), Q03431 | HEK293 GP2 PTHR1 cells, GloSensor cAMP luminescence, 1 h | Potency, µM (doses to about 115 µM), inactives show at the highest dose activation, most hits filed as activators | 0.075% of 410,000 active | AID 743266, 2014; also: potency is read from the fitted curve at half-maximal effect; nearly all actives have a fitted effect of over 55% in size; some results filed as inactive show a strong effect at the top dose; inactives centre near -15; many of its hits are not listed in these tables
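HEK-293-derived GP2 cells expressing PTHR1 and a GloSensor cAMP reporter, 3,000/well, plated overnight, given luciferin plus IBMX (each 0.5 mM as added) for 1 h at 37 °C, then compound for 1 h at 37 °C. Luminescence was read after 15 min at room temperature.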
GLP1R ag: qHTS of GLP-1 Receptor Agonists. 0.007% of 380,000 active. Potency, µM (doses to about 45.6 µM), for inactives: top-dose activation, most hits filed as activators. HEK293 GLP-1R CRE-luciferase, luminescence, 4-6 h; cells express a hypersensitive GLP-1R form. Glucagon-like peptide 1 receptor (Homo sapiens), P43220. AID 624172, 2012; also: potency is read from the fitted curve at half-maximal effect; % of control where 0% means no effect
The depositor's hits bear a star; i = inactive; ? = inconclusive; / = not tested or not shown; [ ] = another dose, or the depositor's remark. Unless noted, calls follow the shape of the dose curve; as a rule, active = well fitted curve in the direction sought with a large enough effect; inconclusive = small, poorly fitted or top-dose-only effect, or another doubt; inactive = no such curve, though single readings can be large; an effect the other way counts as inactive or inconclusive. Some of the compounds tested; count on the stated rates, not on these rows.

SMILES	GLP1R inv ag	EPAC1 antag	IL2 activator	EPAC1 ag	PLK1 PBD inh	PI5P4Ka inh	HEK293 tox	PTHR1 ag	GLP1R ag
NCCCCc1ccc2ccc3cccc4ccc1c2c34	?	-1%	-2.2	-7%	0%	34	-2%	i	7%
CCCC(=O)NCCc1nc2cc([N+](=O)[O-])ccc2n1C	10%	-17%	0.8	-4%	-1%	3	3%	i	-1%
COc1cc(/C=C2/SC(=S)N(CC(=O)O)C2=O)ccc1OC(=O)c1cccs1	0%	79µM*	-4.3	-8%	24µM*	-15	?	i	-3%
CCOC(=O)c1c[nH]c2c(Cl)ccc(Cl)c2c1=O	-6%	-21%	-2.1	6%	-7%	2	55%	?	5%
CCCOC(=O)CSc1ncnc2sc3c(c12)CCC(C)C3 (stereo not drawn)	9%	/	/	/	/	/	-5%	-3%	18%
Cc1cccc(-n2c(O)c(C=NC3CCS(=O)(=O)C3)c3ccccc3c2=O)c1 (stereo not drawn)	-5%	7%	-0.2	2%	-4%	1	4%	-26%[57.5 µM]	-3%
CN(CC(=O)Nc1ccc(Cl)cc1)C(=O)CCc1ccccc1	?	-6%	-0.5	5%	-7%	2	5%	-10%	10%
Cc1cc2cc(CCNC(=O)CC(C)(C)C)c(=O)[nH]c2cc1C	10%	18%	0.4	0%	6%	5	-20%	i	8%
COc1ccc(C2NC(=O)N(C)C3=C2C(=O)CC(C)(C)C3)cc1OC (stereo not drawn)	1%	20%	-2.7	-7%	-4%	2	9%	i	2%
Cc1ccc(-c2nnc(Nc3ccc(C(=O)N(C)C)cc3)c3ccccc23)cc1S(N)(=O)=O	6%	-10%	0.1	10%	-3%	-15	-10%	-17%	3%
COc1cc(C(=O)NCc2ccc(C)cc2)ccc1OC(F)F	8%	-30%	-0.9	2%	-20%	9	7%	-18%	23%
CO/N=C(\N)c1ccc([N+](=O)[O-])cc1	11%	-20%	-1.2	0%	2%	-1	1%	i	-7%
CCn1c(C)c(C)c2cc(C(=O)NC3CCCCCC3)ccc21	?	-14%	0.0	9%	-1%	0	-2%	i	10%
COc1ccccc1OCC(=O)Nc1ccccc1C(=O)Nc1cccc(C(=O)O)c1	2%	-2%	-1.4	6%	-19%	3	7%	-15%	6%
COc1cccc(/C=N/NC(=S)Nc2cccc(S(=O)(=O)N(C)C)c2)c1	?	0%	-4.1	5%	8.4µM*	-29	?	-24%	6%
Cc1cc(C)n(CC(C)NCc2c(C(=O)N3CCOCC3)nc3c(C)cccn23)n1 (stereo not drawn)	13%	-1%	-4.3	0%	-8%	1	2%	i	23%
O=C(O)c1ccc(NC(=O)c2ccc(Cl)cc2)c(NC(=O)c2ccc(Cl)cc2)c1	5%	-17%	0.4	-7%	-16%	1	2%	-19%	-2%
Cc1cccc(NC(=O)CSc2nc3ccccc3c(=O)n2CC2CCCO2)c1 (stereo not drawn)	-7%	-20%	-0.5	3%	0%	2	-6%	-19%	13%
O=C(N1CCN(c2ccccc2)CC1)C(F)(F)C(F)(F)F	4%	-1%	4.4	5%	-2%	/	2%	-6%[57.5 µM]	-7%
Cc1cc(Cl)ccc1OCC(=O)N(Cc1ccco1)C1CCS(=O)(=O)C1 (stereo not drawn)	-2%	-7%	0.6	-10%	3%	2	-32%	-22%	8%

Among those listed so far, 7 contain sulfur.
SMILES	GLP1R inv ag	EPAC1 antag	IL2 activator	EPAC1 ag	PLK1 PBD inh	PI5P4Ka inh	HEK293 tox	PTHR1 ag	GLP1R ag
COc1cc(/C=C2/SC(=S)N(CC(=O)O)C2=O)ccc1OC(=O)c1cccs1	0%	79µM*	-4.3	-8%	24µM*	-15	?	i	-3%
CCCOC(=O)CSc1ncnc2sc3c(c12)CCC(C)C3 (stereo not drawn)	9%	/	/	/	/	/	-5%	-3%	18%
Cc1cccc(-n2c(O)c(C=NC3CCS(=O)(=O)C3)c3ccccc3c2=O)c1 (stereo not drawn)	-5%	7%	-0.2	2%	-4%	1	4%	-26%[57.5 µM]	-3%
Cc1ccc(-c2nnc(Nc3ccc(C(=O)N(C)C)cc3)c3ccccc23)cc1S(N)(=O)=O	6%	-10%	0.1	10%	-3%	-15	-10%	-17%	3%
COc1cccc(/C=N/NC(=S)Nc2cccc(S(=O)(=O)N(C)C)c2)c1	?	0%	-4.1	5%	8.4µM*	-29	?	-24%	6%
Cc1cccc(NC(=O)CSc2nc3ccccc3c(=O)n2CC2CCCO2)c1 (stereo not drawn)	-7%	-20%	-0.5	3%	0%	2	-6%	-19%	13%
Cc1cc(Cl)ccc1OCC(=O)N(Cc1ccco1)C1CCS(=O)(=O)C1 (stereo not drawn)	-2%	-7%	0.6	-10%	3%	2	-32%	-22%	8%

(listing goes on)
SMILES	GLP1R inv ag	EPAC1 antag	IL2 activator	EPAC1 ag	PLK1 PBD inh	PI5P4Ka inh	HEK293 tox	PTHR1 ag	GLP1R ag
C=CCn1c(SCC(=O)Nc2ccc(C(=O)O)cc2)nc2sc(C)c(C)c2c1=O	27%	-9%	1.7	1%	-9%	-60*	-8%	-24%	5%
CCN=C1S/C(=C\c2cn(CC(=O)NCc3ccco3)c3ccccc23)C(=O)N1CC	10%	-13%	-0.7	1%	10%	-3	-4%	-6%	17%
Cc1nc2cc3nc(C(F)(F)F)[nH]c3cc2[nH]1	18%	10%	2.7	6%	-5%	10	-5%	i	-1%
COc1ccc(C2CC(c3ccccc3)=NN2C(=O)COC(=O)CNC(=O)c2ccccc2)cc1 (stereo not drawn)	-12%	4%	7.0	4%	2%	7	-3%	i	5%
C=CCc1cccc(/C=N/n2c(C)nnc2C)c1O	10%	-14%	-0.2	8%	-13%	4	96%[activator]	-4%[57.5 µM]	0%
c1ccc2c(c1)CNc1ccccc1-2	2%	-9%	-4.9	7%	-12%	-6	23%	-20%	-4%
COc1ccc(-n2c(SCC(N)=O)nnc2-c2ccccc2F)cc1	31%[activator]	1%	-1.6	3%	-3%	/	14%	i	-4%
O=C(COc1ccc(C(=O)Nc2ccc(Cl)cc2)cc1)NCc1ccccc1	0%	15%	2.3	1%	2%	-4	-8%[1.53 µM]	-11%	1%
COc1ccc(OC)c(C=NNC(=O)c2ccc(NS(=O)(=O)c3cccs3)cc2)c1	7%	-26%	-0.1	1%	-5%	?	4%	26%	-2%
CC1CCCC(C)N1/N=C/c1ccccc1F (stereo not drawn)	12%	?	0.4	-1%	-3%	-3	-8%	-3%	5%
O=C1CCC(=O)N1c1nc2n(n1)C(c1ccccc1)C=C(c1ccc(Br)cc1)N2 (stereo not drawn)	4%	1%	-0.1	1%	-21%	-1	/	i	-11%
CN(C)c1cccc(Oc2nc3c(c(=O)n(C)c(=O)n3C)n2C)c1	7%	18%	-0.2	-7%	-6%	-15	-11%	-24%	-3%
COCCNC(=S)N1CCC(C(=O)c2ccc(F)cc2)CC1	-5%	-7%	0.6	3%	-8%	-2	0%	i	3%
O=C(NCc1ccco1)c1ccc(CS(=O)Cc2ccc(Cl)cc2)o1 (stereo not drawn)	3%	-12%	1.3	-8%	0%	-1	-3%	-12%	4%
CC(C)NS(=O)(=O)c1ccc(OCC(N)=O)c(Cl)c1	3%	3%	-1.8	-4%	1%	-5	-10%	i	-2%
CN(C)S(=O)(=O)c1ccc(C(=O)OCC(=O)Nc2sc3c(c2C#N)CCCCC3)cc1	26%	-18%	2.6	12%	-10%	-5	5%	-3%	6%
S=c1[nH]nc(-c2ccccc2Br)n1Cc1ccccc1	-25%	-9%	-1.5	0%	-6%	-4	-13%	-3%	4%
CCc1cccc(NC(=O)Cn2c(=O)ccc3cc(S(=O)(=O)N4CCC(C)CC4)ccc32)c1	9%	/	/	/	/	/	0%	-26%	0%
COC(=O)c1ccccc1Nc1ccnc(Cl)n1	1%	-15%	-1.7	3%	-10%	-2	?	i	7%
COc1ccc(C(=O)COC(=O)CCN2C(=O)C3CC=CCC3C2=O)c(OC)c1 (stereo not drawn)	-10%	-15%	-0.7	?	-1%	?	3%	-25%	1%
C/C=C/n1ccnc1CC(O)(c1ccccc1)c1ccc(C)cc1 (stereo not drawn)	?	-5%	-0.1	-3%	-1%	6	-17%	i	6%
CC#CCCc1nc2ccccc2c(=O)n1N	-7%	0%	-0.9	0%	-9%	5	-3%	i	-4%
CCOc1ccc(NC(=O)CN(C)C(=O)c2ccccc2OCc2c(C)noc2C)cc1OCC	13%	7%	0.1	-1%	-5%	-4	-8%	-1%	-2%
Cc1ccc(S(=O)(=O)NCc2ccccc2)cc1C(=O)NCC1CCCO1 (stereo not drawn)	-2%	-4%	-0.1	?	0%	4	9%	i	-5%
O=c1c2ccccc2nc(/C=C/c2cc(Br)ccc2O)n1CCO	?	-22%	3.3	11%	8%	4	-24%	-23%	-5%
Cn1nnnc1SCC(=O)Nc1nn(-c2ccccc2)nc1C(N)=O	36%[activator]	-2%	-1.5	-7%	-2%	-25	10%	i	3%
N#Cc1nc(-c2cccc(Cl)c2)oc1NCc1cccnc1	1%	-1%	1.3	7%	1%	/	-15%	-5%[57.5 µM]	26%
COC(=O)Cc1csc(NC(=O)CSc2nnc3ccccn23)n1	-3%	-4%	-0.7	-3%	17µM*	-28	5%	i	3%

Assay outcomes deposited in PubChem by National Center for Advancing Translational Sciences (NCATS).
